Source: PubChem
MCL1-BIM inh: inhibitors of human MCL1 binding to BIM-BH3 peptide; inhibition, % at 10.9 µM; 0.68% of 320,000 active; Q07820; GST-MCL1 / FITC-Bim-BH3 fluorescence polarization;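 active means inhibition above the mean inhibition of all tested compounds plus 3 SD, set per campaign, cut at about 40% in these data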;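 further: 0% = DMSO wells and 100% = unlabeled Bim-BH3 peptide control; higher means more loss of mP so more displacement of Bim peptide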
Target sequence (Q07820 whole entry, looked up): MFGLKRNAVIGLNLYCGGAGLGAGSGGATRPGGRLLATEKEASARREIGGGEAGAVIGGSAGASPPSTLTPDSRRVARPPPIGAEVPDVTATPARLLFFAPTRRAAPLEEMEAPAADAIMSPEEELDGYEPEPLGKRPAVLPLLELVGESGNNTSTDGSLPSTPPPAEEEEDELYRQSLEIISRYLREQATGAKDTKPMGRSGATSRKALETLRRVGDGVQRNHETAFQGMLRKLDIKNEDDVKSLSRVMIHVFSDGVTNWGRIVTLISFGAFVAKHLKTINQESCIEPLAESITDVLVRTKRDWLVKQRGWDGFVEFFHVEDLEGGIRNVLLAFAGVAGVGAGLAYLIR
Bcl-xL primary: Bcl-xL (human) inhibition | GST-Bcl-xL / FITC-Bim BH3 peptide fluorescence polarization | 0.7% of 320,000 active | inhibition, % at 10.9 µM;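 active means inhibition above the mean of all tested compounds plus 3 SD, cutoff set per campaign, cut at about 30% in these data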;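 further: 0% = DMSO wells and 100% = unlabeled Bim-BH3 peptide competitor; inhibitors lower millipolarization by displacing the labeled peptide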
Yeast superoxide: yeast age-related superoxide inhibition as caloric restriction mimetic; S. cerevisiae aged cells, superoxide DHE fluorescence; stronger effect = lower value; superoxide response (% of plate mean), % at 10 µM; 0.18% of 330,000 active; AID 2690;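 active means superoxide response under a set limit, about three screen SD below normal, cut at about 65% in these data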;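 further: yeast aged for seven days with compound at 30 °C before DHE staining; 100% = average MFI of all compound-treated wells on the plate with controls excluded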
ZTA counter: counter-screen for EBNA-1 inhibitors: inhibitors of Epstein-Barr virus ZTA; P03206; ZTA-DNA binding, fluorescence polarization; inhibition, % at 11 µM; 0.15% of 320,000 active; in the data active means inhibition above about 33%
Target sequence (P03206 whole entry, looked up): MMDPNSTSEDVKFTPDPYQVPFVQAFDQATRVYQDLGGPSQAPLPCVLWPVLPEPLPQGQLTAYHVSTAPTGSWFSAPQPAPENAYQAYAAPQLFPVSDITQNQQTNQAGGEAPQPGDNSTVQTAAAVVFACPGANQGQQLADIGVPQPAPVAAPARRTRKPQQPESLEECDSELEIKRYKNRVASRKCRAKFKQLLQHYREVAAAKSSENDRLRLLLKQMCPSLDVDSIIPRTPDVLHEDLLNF
GLD-1 TGE inh: GLD-1-TGE RNA interaction inhibition (C. elegans); purified GLD-1 + fluorescein TGE RNA, fluorescence polarization; inhibition, % at 5.96 µM; 0.44% of 320,000 active; AID 2280;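 active means percent inhibition above a per-plate cutoff, the plate mean of test compounds plus 3 SD, cut at about 30% in these data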;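 further: 0% = DMSO wells with GLD-1 and probe and 100% = wells lacking GLD-1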
Target sequence (Q17339 whole entry, looked up): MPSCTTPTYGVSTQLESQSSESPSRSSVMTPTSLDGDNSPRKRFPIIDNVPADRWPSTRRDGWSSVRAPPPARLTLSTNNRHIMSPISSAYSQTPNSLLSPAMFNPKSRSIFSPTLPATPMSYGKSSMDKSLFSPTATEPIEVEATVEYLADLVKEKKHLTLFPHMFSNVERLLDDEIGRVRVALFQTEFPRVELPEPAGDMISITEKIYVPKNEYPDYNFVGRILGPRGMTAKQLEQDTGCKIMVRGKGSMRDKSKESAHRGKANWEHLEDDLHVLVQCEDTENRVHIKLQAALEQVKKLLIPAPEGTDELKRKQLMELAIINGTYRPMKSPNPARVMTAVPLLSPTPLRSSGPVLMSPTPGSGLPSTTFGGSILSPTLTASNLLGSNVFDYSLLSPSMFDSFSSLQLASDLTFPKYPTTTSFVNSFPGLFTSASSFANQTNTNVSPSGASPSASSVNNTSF
MEX-5 binding: C. elegans MEX-5 TCR-2 RNA binding activity; MEX-5/FITC-TCR2 RNA binding, fluorescence polarization; stronger effect = lower value; activity score (negative = inhibition of binding), % at 10 µM; 0.38% of 300,000 active;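 active means inhibition past about -25% in most replicates, and total fluorescence under double the plate's negative control median, limit read from the data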;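 further: 0% = DMSO and -100% = 5 µM competing unlabeled TCR2 RNA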
Efflux pump mplx: inhibitors of Candida antifungal efflux pumps expressed in yeast; S. cerevisiae Candida pump triplex, Nile Red efflux; inhibition, % at 10 µM; 0.44% of 330,000 active; AID 485275;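 active means plate passing quality check with inhibition over a set limit, or well fluorescence over plate mean plus 4 SD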;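 further: Nile Red retained in pooled yeast measured as flow cytometry median fluorescence; 0% = buffer negative control and 100% = Enniatin B positive control; higher means more Nile Red kept so more efflux inhibition; some compounds called inactive have numbers as strong as hits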
EBNA-1 inh: blocks EBNA-1 binding to DNA; EBNA-1 DNA binding, fluorescence polarization; inhibition, % at 14.8 µM; 0.34% of 300,000 active; in the data active means inhibition above about 28%
Fam108B counter: blocks mouse Fam108B hydrolase in RBBP9 counter-screen | recombinant Fam108B, FP-Rh probe fluorescence polarization | inhibition, % at 9.51 µM | 0.33% of 300,000 active;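 active means inhibition above the screen mean inhibition plus 3 SD, computed separately per campaign, cut at about 18% in these data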;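 further: inhibitors lower polarization as less probe binds the enzyme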
The depositor's hits bear a star; · = not tested or not shown. Compounds as they come (roughly 2.3% active in at least one column).

molecule	MCL1-BIM inh	Bcl-xL primary	Yeast superoxide	ZTA counter	GLD-1 TGE inh	MEX-5 binding	Efflux pump mplx	EBNA-1 inh	Fam108B counter
O=C1C2C3CC(C(Br)C3Br)C2C(=O)N1c1ccccn1 (stereo not drawn)	2	1	94	1	-2	-4.8	0.1	7	2
CCCc1cc(C(=O)Nc2cc(C)nn2-c2ccccc2)no1	0	-1	103	-2	-1	0.6	-0.2	-7	0
NS(=O)(=O)c1cccc(NC(=O)CSc2nc3ccc(Cl)cc3[nH]2)c1	0	-2	103	4	2	0.7	0.1	8	-8
Cc1nc(NC(C)c2ccccc2)c2oc3ccccc3c2n1 (stereo not drawn)	-1	0	85	-1	3	-1.7	0.1	-1	-8
COc1ccc(CCN=C(N)NS(=O)(=O)c2cccs2)cc1	5	8	85	-8	6	-1.5	-0.2	-44	-1
COc1ccc(Nc2nccc3c2nnn3C)cc1	19	6	99	2	5	-0.5	0.0	-7	2
N#Cc1nc(COc2ccc(Br)cc2)oc1NCCCn1ccnc1	-3	-1	117	2	-1	1.5	0.1	-9	-1
CC(C)CCNC(=O)C1CCCN1C(=O)NC1CCCCC1 (stereo not drawn)	4	1	99	15	-1	1.0	0.3	-4	-4
OC(Cn1cncn1)(c1ccccc1)c1ccccc1	0	0	102	0	-1	1.0	0.0	0	1
Cn1c(N)c(C(=O)c2ccc(F)cc2F)c(=O)n(C)c1=O	0	5	93	9	4	0.4	0.1	3	4
CCC1Oc2ccccc2N(CC(=O)NC2CCCC2)C1=O (stereo not drawn)	1	0	81	-8	0	-2.7	0.3	-1	0
O=C(Nc1nnc(COc2ccccc2)s1)c1ccco1	-1	6	163	4	3	-2.8	0.1	-5	5
O=C(Nc1ccccc1C(=O)Nc1ccccn1)c1ccccc1F	17	5	106	0	3	2.1	0.2	-4	-2
Cc1cc(C)cc(NC(=O)C2CCN(C(=O)[C@@H]3Cc4ccccc4CN3)CC2)c1	1	7	78	-3	1	1.2	-0.5	6	1
CC(NC(=O)C1CCN(S(=O)(=O)c2ccc(Br)s2)CC1)c1ccccc1 (stereo not drawn)	-3	6	96	-6	-5	-0.6	0.0	-10	2
CCOc1cc(/C=N/NC(=O)c2cccnc2)ccc1O	-1	0	107	-2	-7	1.3	0.0	-7	0
CN1CCN(C(=O)CSc2nc3ccc(NC(=O)c4ccccc4F)cc3s2)CC1	-8	-8	110	-4	0	-0.3	0.0	3	2
Cc1cc(C)n(-c2ccc(C(=O)OCn3nnc4ccccc4c3=O)cc2)n1	2	5	97	4	3	-1.2	0.0	6	2
CN(CC(=O)Nc1ccc(Cl)cc1)CC(=O)Nc1cccc2ccccc12	-4	-2	96	-5	9	·	-0.1	·	·
COc1ccc(NC(=O)CCC(=O)c2cccs2)cc1S(=O)(=O)Nc1ccc(Cl)cc1	2	6	99	16	1	-3.0	-0.2	34*	-7
CCCN1CCC(=O)N([C@H](CSc2ccc(Br)cc2)Cc2ccccc2)CC1	6	3	·	-9	-3	4.0	·	-7	4
Cc1ccc(-c2ccnc(-c3ccc(O)cc3)n2)cc1	-1	0	110	15	-1	-0.6	0.3	-14	-3
CC(OC(=O)C1=COCCO1)C(=O)Nc1ccc(Oc2ccccc2)cc1 (stereo not drawn)	-12	-1	97	-14	-6	-1.2	-0.1	4	-1
CCOC(=O)c1[nH]c(C)c(C(=O)N(C)Cc2ccccc2)c1C	3	8	102	-3	-2	-1.2	-0.1	5	2
Cn1c(=O)[nH]c(=O)c2c1nc(N1CCCCC1)n2C/C=N/NC(=O)c1cc(Br)ccc1O	3	6	104	4	2	-4.1	-0.1	-1	1

Quoted at random: two entries already listed.
molecule	MCL1-BIM inh	Bcl-xL primary	Yeast superoxide	ZTA counter	GLD-1 TGE inh	MEX-5 binding	Efflux pump mplx	EBNA-1 inh	Fam108B counter
CCCc1cc(C(=O)Nc2cc(C)nn2-c2ccccc2)no1	0	-1	103	-2	-1	0.6	-0.2	-7	0
CCOc1cc(/C=N/NC(=O)c2cccnc2)ccc1O	-1	0	107	-2	-7	1.3	0.0	-7	0

More records follow.
molecule	MCL1-BIM inh	Bcl-xL primary	Yeast superoxide	ZTA counter	GLD-1 TGE inh	MEX-5 binding	Efflux pump mplx	EBNA-1 inh	Fam108B counter
O=C(CCc1nc2ccccc2c(=O)[nH]1)NCc1ccco1	21	11	100	16	10	-2.5	0.0	-2	0
COc1ccc(N2CCN(C(=O)Cc3nn(C)c(=O)c4ccccc34)CC2)cc1	-6	3	116	2	-4	0.0	0.0	5	1
Cc1cc(-c2ccc(N=Nc3c(S(=O)(=O)O)cc4cc(S(=O)(=O)O)cc(N)c4c3O)c(C)c2)ccc1N=Nc1c(S(=O)(=O)O)cc2cc(S(=O)(=O)O)cc(N)c2c1O	96*	65*	90	181*	22	·	-0.1	69*	36*
CC(=O)C1=C(C)N2CCN=C2S1	7	-1	110	12	5	-0.4	0.0	-4	4
O=Cc1ccc(OC(=O)/C=C/c2ccccc2)cc1	-7	-8	93	-7	12	-0.5	0.1	3	1
Cc1[nH]nc(SCC(=O)N2CCCCC2)c1[N+](=O)[O-]	9	6	105	-5	9	-7.2	0.0	-5	-4
CCOc1ccccc1N(CC(=O)Nc1ccc(C)cc1)S(C)(=O)=O	11	6	99	14	4	2.0	-0.2	7	2
COc1ccccc1NC(=O)C1=C(C)NC(=O)NC1c1ccccc1[N+](=O)[O-] (stereo not drawn)	10	14	118	-10	3	-4.8	0.1	7	6
CSCCC(NC(=O)COc1ccccc1)C(=O)N1CCN(c2ccccc2Cl)CC1 (stereo not drawn)	1	1	128	-4	-1	-1.9	0.1	-9	0
COc1ccc2oc(-c3ccc(C)c(NC(=O)CSc4ccc(Cl)cc4)c3)nc2c1	2	4	75	5	-3	-1.5	0.3	6	-9
COC(=O)[C@@]12CCCN1[C@H](c1ccc(-c3ccc(Cl)c(Cl)c3)cc1)[C@H]1C(=O)N(C)C(=O)[C@H]12	-5	2	102	-6	-12	1.0	0.2	3	1
CCN(CC)CCNC(CC(=O)Nc1ccc(Cl)cc1Cl)C(=O)O (stereo not drawn)	1	2	98	-12	1	-0.8	0.0	-16	-1
Cc1cccc(C(=O)N2CCCC(Nc3ccc(C)c(C)c3)C2)n1 (stereo not drawn)	2	1	110	-1	-3	1.5	-0.1	-1	-1
CS(=O)(=O)c1ccc(C(=O)OCC(=O)c2ccc(Cl)s2)cc1	9	8	95	-2	1	-2.3	0.1	2	-4
Cc1ccc(S(=O)(=O)N2CCCC2C(=O)NCc2ccccc2Cl)cc1 (stereo not drawn)	7	5	109	6	-5	4.1	0.2	1	0
O=C(NC1CCCC1)C(c1ccccn1)N(C(=O)c1csnn1)C1CC1 (stereo not drawn)	12	5	101	2	-7	-2.0	0.1	3	1
NC(=O)C[C@H]1NC(=O)[C@H](CCC(=O)O)NC(=O)c2cc([N+](=O)[O-])cc(I)c2NCCC[C@@H](C(N)=O)NC1=O	-2	2	89	3	6	-3.1	-0.1	1	1
Fc1cccc(CCN2CCNC[C@@H]2Cc2ccccc2)c1	10	5	102	-8	15	0.1	-0.1	-6	1
COc1ccc(NC(=O)COC(=O)COc2cccc(Br)c2)cc1OC	7	-2	111	-5	-10	0.4	0.2	-9	-1
CNC(=O)c1cc2cc(Br)ccc2s1	3	3	100	0	0	-1.7	0.1	-2	-3
CC/C(=N\NC(=O)CNC(=O)/C=C/c1ccc(OC)cc1)c1ccccc1	3	0	101	-18	2	-1.5	0.0	-11	-3
O=C(CN1CCN(CCC(=O)Nc2ccccc2F)CC1)Nc1ccc(Cl)cc1	-6	0	100	3	-4	2.7	-0.2	9	0
Cc1cccc(OCCCC(=O)NC(C)C)c1	9	1	104	-4	4	-0.5	-0.2	3	-1
Cc1cc(Cl)cc(C)c1OCCn1ccnc1	-2	0	119	-4	-7	2.3	0.1	4	-1
CNC(=O)c1ccccc1Sc1ccccc1CO	2	1	96	0	6	-1.9	0.0	-7	-1

The listing continues:
molecule	MCL1-BIM inh	Bcl-xL primary	Yeast superoxide	ZTA counter	GLD-1 TGE inh	MEX-5 binding	Efflux pump mplx	EBNA-1 inh	Fam108B counter
Cc1ccc(C)c(-n2c(=O)c(C#N)cc3c(=O)n4ccccc4nc32)c1	5	17	90	8	2	-17	0.1	1	-3
O=C(CCn1cccc1)NCCc1ccc(Cl)cc1	1	1	105	12	-2	0.0	0.0	2	3
CC(=O)Nc1cccc(Oc2nc(C)cc(C)c2C#N)c1	7	6	93	-2	4	-1.9	-0.1	8	1
O=c1ccc(=O)n(-c2ccccc2)[nH]1	9	10	85	2	-8	-3.9	0.1	-2	0
CCOC(=O)/C=c1\s/c(=C\c2c(OC)ccc3ccccc23)c(=O)n1CC(=O)NCC1CCCO1 (stereo not drawn)	-23	-7	94	-15	-65	0.8	0.1	0	-10
O=C(O)c1ccc(N2CCCCC2)cc1O	3	1	91	-13	6	-5.2	-0.1	-1	-3
COC(=O)C12CCC3(SCCS3)C(C(=O)OC)(CCC13SCCS3)C2	4	3	111	-17	2	-2.0	-0.7	-9	-1
O=C(Nn1cnnc1)c1ccccc1-c1ccccc1	2	5	94	7	-6	0.5	-0.2	6	-7
Cc1cc(-c2nnc(SCC(=O)c3ccc(F)cc3)o2)no1	6	4	93	5	-7	1.1	-0.3	2	2
O=C(CSc1ncc(C(F)(F)F)cc1Cl)NCC1CCCO1 (stereo not drawn)	1	5	102	3	5	-1.4	-0.1	-4	-1
O=C(COC(=O)Cc1ccc(Cl)cc1)Nc1ccccc1F	-1	5	86	0	7	3.0	0.0	-11	0
O=C(O)C1Nc2c(C(F)(F)F)ccc(Cl)c2C2C=CCC12 (stereo not drawn)	48*	38*	97	-3	15	-16	-0.2	6	-3
CCCCOC(=O)Nc1ccc(S(=O)(=O)Nc2nc(C)cc(C)n2)cc1	2	2	107	-14	4	1.9	0.1	4	-1
O=C(Cc1c(C(=O)O)[nH]c2ccccc12)Nc1ccc2c(c1)OCO2	9	6	101	-17	7	-0.4	0.0	1	2
CC(=O)c1nn(-c2ccccc2)cc1C(=O)c1ccc(Br)cc1	8	4	109	-7	8	0.5	0.1	-4	-2
CC1=C(C(=O)N2CCCC(C(=O)c3cccc(C(F)(F)F)c3)C2)OCCO1 (stereo not drawn)	-1	4	90	8	-3	-1.4	0.2	-6	3
COc1ccc(S(=O)(=O)N2CCOC23CCN(C(=O)c2ccccc2Br)CC3)cc1	5	4	117	14	-1	1.2	-0.1	7	2
O=C1OCc2cc(-n3cccc3)ccc21	10	7	99	-10	4	2.6	0.1	-2	1
CC1(C)CN(c2ccc(N3CC(C)(C)C3=O)cc2)C1=O	1	3	96	9	-2	2.1	-0.3	4	3
O=C(Nc1nc(NC(=O)c2ccco2)n(-c2ccccc2)n1)c1ccccc1	8	4	97	-11	1	-2.6	0.0	0	-1
Cc1ccc(CNC(=O)C2CCC(=O)N(CCc3ccc(Cl)cc3)C2)s1 (stereo not drawn)	10	4	103	-1	4	0.3	0.0	8	4
CC(=O)NC(C(=O)N1CCC(c2nc3ccccc3s2)CC1)C(C)C (stereo not drawn)	-1	1	100	-6	11	1.0	0.1	-7	-1
O=C(c1ccc(NS(=O)(=O)c2ccccc2)cc1)N1CCCC1	6	2	107	-15	-2	-0.9	0.0	-9	2
COCCCNC(=O)c1ccc(N(C)S(=O)(=O)c2ccc(OC)cc2)cc1	0	1	92	-1	4	-2.1	-0.1	5	1
Cc1cc2c(c(N)n1)c(=O)oc1ccccc12	-1	2	104	-9	-1	2.1	-0.2	2	0
